PTPN22 act = LYP (human) phosphatase activation. recombinant LYP, DiFMUP fluorescence; 0 = plate median, 100 = signal doubled. activation, % at 2 µM. 0.11% of 96,000 active;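 active means activation at 2 µM above a set limit, the mean plus 5 SD, cut at about 37% in these data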
Target sequence (Q9Y2R2 whole entry, looked up): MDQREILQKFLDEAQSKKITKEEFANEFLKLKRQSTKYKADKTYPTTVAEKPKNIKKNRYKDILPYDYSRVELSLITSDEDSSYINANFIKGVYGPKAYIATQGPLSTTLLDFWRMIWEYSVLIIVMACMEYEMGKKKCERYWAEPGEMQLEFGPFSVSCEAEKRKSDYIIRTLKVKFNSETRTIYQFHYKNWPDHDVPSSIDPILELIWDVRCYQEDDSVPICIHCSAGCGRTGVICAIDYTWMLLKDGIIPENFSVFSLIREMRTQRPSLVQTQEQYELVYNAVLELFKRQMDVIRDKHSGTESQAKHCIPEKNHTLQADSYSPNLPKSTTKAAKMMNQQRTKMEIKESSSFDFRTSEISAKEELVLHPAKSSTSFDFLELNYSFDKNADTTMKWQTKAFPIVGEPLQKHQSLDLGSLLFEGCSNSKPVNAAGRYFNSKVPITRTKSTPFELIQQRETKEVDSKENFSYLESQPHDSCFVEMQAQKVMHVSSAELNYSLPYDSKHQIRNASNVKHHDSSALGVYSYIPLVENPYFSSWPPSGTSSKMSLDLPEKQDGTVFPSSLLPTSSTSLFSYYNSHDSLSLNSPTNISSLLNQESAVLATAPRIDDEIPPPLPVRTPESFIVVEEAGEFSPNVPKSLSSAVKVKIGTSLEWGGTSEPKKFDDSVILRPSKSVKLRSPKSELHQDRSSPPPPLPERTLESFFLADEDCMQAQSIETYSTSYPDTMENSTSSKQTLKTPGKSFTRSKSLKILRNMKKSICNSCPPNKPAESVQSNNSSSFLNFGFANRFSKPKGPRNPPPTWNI
S1P2 antag = blocks the human S1P2 receptor; cell-based S1P2 antagonist assay, inhibition at 5 uM; AID 736; 0.21% of 97,000 active; O95136; inhibition, % at 5 µM; in the data active means inhibition above about 45%;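 further: CRE beta-lactamase reporter cells expressing human S1P2 stimulated with S1P; 0% = agonist at EC80 alone and 100% = agonist plus reference antagonist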
sEH act = activators of human soluble epoxide hydrolase; P34913; purified human sEH enzymatic activity, activator screen; activation, % at 2 µM; 0.04% of 91,000 active; AID 717; in the data active means activation above about 37%; further: values of inactives mirror those of a sister screen read the other way
H69AR growth 86K = blocks growth of human H69AR lung tumor cells; H69AR lung tumor viability, ATP luminescence, 72 h; stronger effect = lower value; viability, % at 10 µM; 6% of 85,000 active; AID 598;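 active means viability at or below 40%; inactive means viability above 40%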;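 further: multidrug resistant small cell line overexpressing MRP-1 efflux transporter; 100% = mean luminescence of untreated control wells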
PostGolgi ctrl = yeast control strain growth, post-Golgi counter-screen; efflux-deficient yeast background strain, growth absorbance A615, 16 h; inhibition, % at 10 µM; 5% of 98,000 active; in the data active means inhibition above about 30%
HUVEC inhibit = blocks proliferation of human endothelial cells; AID 648; HUVEC proliferation, CellTiter-Glo luminescence, 72 h; stronger effect = lower value; viability, % at 10 µM (by protocol); 1.1% of 86,000 active;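 active means viability at or below 30%; inactive means viability above 30%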;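 further: 100% = median luminescence of DMSO-only cell control wells on each plate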
sEH inhibitor = soluble epoxide hydrolase (human) inhibition | P34913 | recombinant human sEH enzymatic activity assay | inhibition, % at 2 µM | 0.34% of 91,000 active | AID 707; in the data active means inhibition above about 80%; further: values of inactives mirror those of a sister screen read the other way; many of its hits are not listed in these tables
Fibroblast inh = blocks proliferation of human lung fibroblasts | AID 719 | LL 47 human lung fibroblast viability, ATP luminescence; stronger effect = lower value | 1.1% of 85,000 active | viability, % at 10 µM;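 active means viability at or below 50% in the single dose screen; inactive means viability above 50%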;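 further: compound exposure lasted 72 h before the ATP readout; 100% = median luminescence of untreated cell-only wells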
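Material: human lung fibroblast line LL 47, low passage; Evaluation: viability percentage against median untreated-cell control; Buffer or medium: 15% FBS in IMEM; Incubation: 72 h compound exposure at 37 °C after overnight plating; Dosing: 0.1% DMSO in all compound wells; Measured by: CellTiter-Glo luminescence.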
S1P2 ag = activates the human S1P2 receptor; O95136; S1P2-expressing cell line, agonist reporter read-out; activation, % at 4.5 µM; 0.46% of 97,000 active; AID 729; in the data active means activation above about 16%;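 further: 0% = vehicle low control and 100% = maximal reference agonist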
* = called active by the depositor; x = no result given.

Order of results – S1P2 ag	HUVEC inhibit	sEH act	S1P2 antag	H69AR growth 86K	Fibroblast inh	sEH inhibitor	PostGolgi ctrl	PTPN22 act
1) COC(=O)CSc1nnc(CNC(=O)c2cccc(C)c2)n1-c1ccccc1OC
→ -6	101	8	11	88	107	-4	2	0
2) Cc1cccc(NC(=O)c2cc3c(n(-c4ccccc4)c2=O)CCCC3=O)n1
→ -2	96	-13	-17	76	96	14	4	-4
3) CN1CCN(CCC(=O)N2c3ccccc3Sc3ccc(Cl)cc32)CC1
→ -6	92	15	14	86	90	-15	-3	-1
4) O=c1[nH]c(-c2cccs2)nc2ccccc12
→ 71*	88	1	-1	93	103	2	-8	11
5) C=CCn1c(SCC(=O)c2cc(C)n(CC3CCCO3)c2C)nnc1-c1ccccc1 (configuration not stated)
→ -4	100	x	13	89	92	x	-1	-11
6) Clc1ccc(CN2CCCCCCC2)cc1Cl
→ -2	x	-2	1	x	x	0	-6	6
7) CC(C)n1c(=S)[nH]c2ccccc2c1=O
→ -8	98	x	2	76	94	x	9	-3
8) O=C(Nc1nccs1)C12CC3CC(C1)CC(C(=O)Nc1nccs1)(C3)C2
→ -11	90	15	25	76	99	-16	9	7
9) CCN(CC)S(=O)(=O)c1cccc(-c2nnc(C(=O)c3ccc(C(F)(F)F)cc3)o2)c1
→ -7	93	2	0	65	102	-2	-2	-4
10) CCCCOC(=O)c1ccc(NC(=O)C(CCS(C)(=O)=O)NC(C)=O)cc1 (configuration not stated)
→ -5	103	-9	5	108	94	10	18	-8
11) COc1ccccc1NC(=O)Cn1cnc2c1c(=O)n(C)c(=O)n2C
→ -3	86	-9	14	94	89	9	-10	-5
12) COCc1cc(C)nc(N2CCCCC2)c1C#N
→ -4	98	0	-8	94	93	0	x	-1
13) COCCNC(=O)CCCn1c(=O)c2ccccc2n(CC(=O)NCCC2=CCCCC2)c1=O
→ -2	102	x	26	98	105	x	3	-5
14) COc1ccc(Cl)cc1S(=O)(=O)n1nnc2ccccc21
→ -12	88	-5	16	102	95	6	16	-2
15) O=C(CSC1=Nc2ccccc2C2=NC(Cc3c[nH]c4ccccc34)C(=O)N12)NC1CCCCC1 (configuration not stated)
→ -4	91	-14	19	59	97	13	1	0
16) COC(=O)NCC(c1cccnc1)N1CCN(c2ccccc2OC)CC1 (configuration not stated)
→ -5	99	8	2	90	97	-8	14	2
17) COc1ccc(-n2ncc3c(N4CCCCC4)ncnc32)cc1
→ x	66	x	x	39*	82	x	12	x
18) O=C(CN1CCN(Cc2ccc(Cl)cc2)C1=O)NCCCN1CCOCC1
→ -2	103	6	6	101	102	-9	6	16
19) Cc1nc(SCc2ccccc2C)n[nH]1
→ -3	94	4	7	103	95	-6	-3	-14
20) O=C(NC(=S)Nc1ccc(Br)cn1)c1cncc(Br)c1
→ -6	x	12	9	x	x	-10	23	-6
21) CC/S(CC1CC1(Cl)Cl)=N\S(=O)(=O)c1ccc(C)cc1 (configuration not stated)
→ -2	105	-3	7	77	98	4	-2	0
22) Cc1ccc(-c2nnc(-c3cccc(Br)c3)o2)cc1
→ x	102	x	x	98	102	x	1	x
23) Cc1nc2c(C(=O)NCc3ccco3)cnn2c(C)c1Cc1ccc(F)cc1Cl
→ -2	74	1	12	58	88	-2	18	-4
24) Cc1nc(-c2cccc(S(=O)(=O)N3CCOCC3)c2)cs1
→ -3	x	-8	-13	x	x	8	6	2
25) Cc1ccccc1CN(c1ccc(C(N)=O)cc1)S(C)(=O)=O
→ -8	102	6	19	98	97	-7	1	-5
26) O=c1c2ccccc2nc2n1CCC2
→ -10	x	6	12	x	x	-7	2	1
27) O=C(c1ccco1)N(Cc1nc2ccccc2c(=O)[nH]1)C1CCCC1
→ -1	109	2	7	85	96	-3	4	4
28) Cc1nn(Cc2ccc(C(=O)Nc3nccs3)cc2)c(C)c1Cl
→ -5	53	-14	19	69	104	15	-4	0
29) O=C(NNC(=S)NCc1ccco1)c1ccc(Cl)s1
→ -6	x	-8	9	x	x	8	22	12
30) O/N=C(\c1ccc2c(c1)OCCO2)C1CCCCC1
→ -1	96	-13	0	93	92	14	7	4

Brought forward from above: five entries, followed by the next part.
Order of results – S1P2 ag	HUVEC inhibit	sEH act	S1P2 antag	H69AR growth 86K	Fibroblast inh	sEH inhibitor	PostGolgi ctrl	PTPN22 act
26) O=c1c2ccccc2nc2n1CCC2
→ -10	x	6	12	x	x	-7	2	1
27) O=C(c1ccco1)N(Cc1nc2ccccc2c(=O)[nH]1)C1CCCC1
→ -1	109	2	7	85	96	-3	4	4
28) Cc1nn(Cc2ccc(C(=O)Nc3nccs3)cc2)c(C)c1Cl
→ -5	53	-14	19	69	104	15	-4	0
29) O=C(NNC(=S)NCc1ccco1)c1ccc(Cl)s1
→ -6	x	-8	9	x	x	8	22	12
30) O/N=C(\c1ccc2c(c1)OCCO2)C1CCCCC1
→ -1	96	-13	0	93	92	14	7	4
31) O=C(NCCCN1CCN(CCCNC(=O)c2ccc3c(c2)OCO3)CC1)c1ccc2c(c1)OCO2
→ -7	117	-7	8	98	92	6	-1	-5
32) CCOC(=O)c1cnn2c(C)cc(-c3ccc(F)cc3)nc12
→ -3	100	-6	-19	84	108	6	15	-7
33) Cc1noc(C)c1C(=O)OCC(=O)NCCC1=CCCCC1
→ -5	97	-8	11	74	107	10	-3	-10
34) C/C(=N\OC(=O)c1cccc(C)c1)c1sc(-c2ccccc2)nc1C
→ -4	x	14	13	x	x	-11	3	-4
35) CC(C)n1c(SCC(=O)NCc2ccco2)nc2c1c(=O)n(C)c(=O)n2C
→ -6	92	-1	-18	83	103	1	20	-8
36) Cn1c(CN2CCCCC2)nc2cc(NC(=O)c3cccs3)ccc21
→ -5	103	-7	3	65	97	7	-6	1
37) COc1cccc2cc(C(=O)N3CCCCC3C)c(=O)oc12 (configuration not stated)
→ -5	99	9	2	102	100	-6	x	10
38) CCCCc1c(C)nc(N)[nH]c1=O
→ -10	90	-6	-10	90	96	9	4	3
39) COCCN(Cc1cc2cc(C)ccc2nc1Cl)C(=O)Nc1ccccc1C
→ 2	x	-1	6	x	x	2	21	1
40) CCCc1cc(C(=O)NCc2ccccc2)no1
→ x	102	x	x	88	105	x	11	x
41) Cc1ccc(N2C(=O)CC(N(CCc3ccccc3)C(=S)Nc3ccc(N(C)C)cc3)C2=O)cc1 (configuration not stated)
→ -11	x	4	18	x	x	-1	12	2
42) Cc1cc(C)c(OCCCCNCc2ccccc2)c(Cl)c1
→ -4	x	-14	11	x	x	13	9	4
43) O=C(CSc1nnc(COc2cccc3cccnc23)o1)N1CCc2ccccc21
→ -11	97	6	21	51	94	-5	13	2
44) COc1ccccc1C(=O)OCCN1CCOCC1
→ -9	101	-17	-5	104	107	14	14	3
45) CC(=O)Nc1ccc(C(=O)c2ccccc2)cc1
→ x	92	x	x	87	91	x	10	x
46) O=C(NNC1=NCCCCC1)c1ccccc1
→ 0	x	3	7	x	x	-2	8	3
47) O=C1Nc2cc(C(=O)N3CCOCC3)ccc2SC1N1CCOCC1 (configuration not stated)
→ -4	101	5	23	86	98	-6	2	0
48) Cn1c(=S)n(/N=C/c2ccc3c(c2)OCO3)c2ccccc21
→ -7	103	-2	14	114	91	1	-6	-1
49) Cc1ccc(NC(=O)CN(C)C(=O)CSc2nncn2C)cc1
→ -4	x	-7	-1	x	x	8	-8	1
50) Cc1c(Cc2ccccc2)sc(N)c1C(N)=O
→ -3	79	2	0	90	91	-3	38*	-6
51) C=CC(O)(C#CCN(CC)CC)c1ccccc1 (configuration not stated)
→ -3	88	15	24	93	104	-16	9	-4
52) Cc1cc2c(c(SCC(=O)NCCc3ccccc3)n1)C(=O)OC2
→ -7	107	25	6	86	99	-25	4	4
53) CCCCSC1=C(C#N)C(c2ccccc2C)CC(=O)N1 (configuration not stated)
→ -6	93	-2	4	93	94	4	33*	-2
54) CNC(=O)CCn1nc(-c2ccccc2)c2ccccc2c1=O
→ -8	96	-6	19	77	96	5	4	-3
55) C=CCn1c(-c2ccc(N)cc2)nc2ccccc21
→ -5	82	-4	-6	81	102	6	26	-4
56) O=C(CCCN1C(=O)c2cccnc2C1=O)N1CC(=O)N(CCc2ccccc2)C(=O)C1
→ -6	87	2	16	98	92	-4	-1	1
57) Cc1cc(N2CCOCC2)nc2cc(O)ccc12
→ x	110	x	x	95	104	x	0	x
58) Cc1c(Cl)cccc1NC(=O)Cn1cccc1
→ -7	107	-8	4	102	101	8	2	-5
59) COc1cc(C(=O)Nc2cccc(-c3nc4cc(C)ccc4o3)c2C)cc(OC)c1OC
→ 0	84	x	19	73	82	x	-7	4
60) CCc1ccc(CCC(=O)Nc2sc3c(c2C#N)CCCC3)o1
→ -5	34	2	-7	33*	58	-5	7	-4
61) CCn1c(NC)cc(=O)n(C)c1=O
→ -2	102	3	15	93	108	-4	x	9
62) Cc1cc(C)c(S(=O)(=O)NCCCN2CCOCC2)cc1Br
→ -5	x	-9	-14	x	x	10	8	-2
63) O=C(CSc1nnc(Nc2ccccc2F)s1)NCc1ccco1
→ -5	92	0	6	71	99	-1	11	-10
64) CCOC(=O)/C(N)=C/c1ncc(C(F)(F)F)cc1Cl
→ -4	x	4	-8	x	x	-2	-9	1
65) CSc1nc(-c2ccccc2)nn1S(=O)(=O)c1ccc(Cl)cc1
→ -3	79	-10	-5	54	103	12	0	1
66) Nc1nonc1-c1nc2ccccc2n1CC(=O)O
→ -3	92	-5	10	94	100	3	-1	4
67) CCOCCCNS(=O)(=O)c1ccc2c(c1)CCN2C(C)=O
→ 1	102	-16	0	92	99	18	3	2
68) O=C(O)CNS(=O)(=O)c1cc(Cl)c(Cl)cc1Cl
→ -2	98	3	-2	98	103	-1	-10	8
69) C/C(N)=C(/C#N)C(=O)COC(=O)C1Cc2ccccc2CN1S(C)(=O)=O (configuration not stated)
→ -2	103	6	-10	100	101	-6	-1	-2
70) Cc1cc(NC(=O)c2cc(CC(C)C)on2)no1
→ x	109	x	x	96	94	x	-2	x
71) Clc1ccccc1OCc1nn2c(-c3ccncc3)nnc2s1
→ 1	87	-1	-17	91	98	4	9	0
72) CC(C)(C)c1ccc(C(=O)Oc2ccc3c(c2)OCC3=O)cc1
→ -4	112	-2	2	78	103	4	8	3
73) CCN1CCN(CCCNC(=O)c2ccc3c(c2)NC(=O)c2ccccc2S3)CC1
→ x	102	x	x	97	83	x	-7	x
74) CSCCC(C(=O)Nc1ccc2c(c1)OCO2)N1C(=O)c2ccccc2C1=O (configuration not stated)
→ -1	101	-5	-20	92	x	6	4	10
75) CC(=O)N1CCc2cc(S(=O)(=O)N3CCc4ccccc4C3)ccc21
→ -4	105	10	-13	92	101	-9	7	-5
76) CCCS(=O)(=O)N1CCC(C(=O)N2CCN(Cc3ccccc3)CC2)CC1
→ -6	97	-1	7	98	97	-2	10	4
77) CCOC(=O)/C(=C\Nc1ccccc1C(F)(F)F)Sc1ncc(C(F)(F)F)cc1Cl
→ -3	138	3	-11	100	104	-3	0	0
78) CCCCSc1nnc(CCC)n1N
→ -6	92	10	8	106	99	-8	x	-9
79) CCOC(=O)C1=C(CNCc2ccc(C)cc2)NC(=O)NC1c1ccc(OC)cc1 (configuration not stated)
→ 3	94	-17	-2	50	97	17	2	-2
80) COc1ccc(OC2OC3COC(C)(C)OC3C(O)C2NC(C)=O)cc1 (configuration not stated)
→ -2	93	5	-27	98	97	-2	x	1
81) O=C(c1cc2c(s1)CCCC2)n1cccn1
→ -1	85	-2	11	96	100	6	9	-7
82) CC1C(=O)CCC1(C(=O)O)c1ccccc1 (configuration not stated)
→ -4	94	1	-2	92	98	-2	17	-1
83) Cc1cccc(C)c1NC(=O)CSc1nnc(-c2ccncc2)n1Cc1ccco1
→ -3	105	x	0	94	101	x	-3	6
84) CC(C)N=C(NC#N)SCC(=O)NC(C)(C)C
→ -8	92	11	6	90	98	-8	1	8
85) O=C1C=C(NCCN2CCOCC2)CC(c2ccccc2)C1 (configuration not stated)
→ -7	x	-3	0	x	x	2	0	-9
86) CCSc1nnc(NC(=O)Cc2ccc(OC)cc2)s1
→ -4	100	-13	-13	88	97	13	15	1

Not all compounds are listed; count on the stated rates, not on these rows.
